Source: PubChem BioAssay (National Center for Advancing Translational Sciences (NCATS))
Tau fluor counter: counter-screen for tau fibril formation inhibitors | 0.93% of 280,000 active | Potency, µM (highest dose often 57.7 µM), for inactives: at the highest dose activity change, negative = decrease | tau K18 P301L Alexa594 fluorescence, heparin fibrillization; also: nearly all actives have a fitted effect of over 55% in size
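Human tau K18 P301L (15 uM unlabeled, 0.24 uM Alexa 594-labeled) in 100 mM sodium acetate pH 7 with 20 uM heparin, 6 hr at 37 C. ThT 30 uM added, 1 hr ambient; Alexa 594 FP and total fluorescence read at 555/632 nm.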
Tau FP inhib: blocks human tau fibril formation measured by polarization | P10636 | K18 P301L tau heparin fibrillization, Alexa594 FP, 6 h | Potency, µM (titrated, usually from 57.7 µM), inactives show top-dose activity, negative = inhibition, hits mostly inhibitors | 0.39% of 280,000 active; also: nearly all actives have a fitted effect of over 55% in size
Target sequence (P10636 561-689 P618L limits assumed): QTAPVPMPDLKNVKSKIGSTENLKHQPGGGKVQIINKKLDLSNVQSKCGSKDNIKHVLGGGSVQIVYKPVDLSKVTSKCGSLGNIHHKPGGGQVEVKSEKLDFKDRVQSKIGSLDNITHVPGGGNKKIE
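Compound effects on tau fibrillization are measured by Alexa 594 fluorescence polarization (ex 555, em 632 nm). K18 P301L tau is used at 15 uM with 0.24 uM labeled tracer, and 20 uM heparin induces aggregation over 6 hr at 37 C.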
Tau ThT inhib: blocks human tau fibril formation measured by thioflavin T; P10636; recombinant tau K18 P301L, heparin-induced fibrillization, ThT fluorescence; Potency, µM (titrated, usually from 57.4 µM), inactives show top-dose activity, negative = inhibition, most hits filed as inhibitors; 2.1% of 270,000 active; AID 1460; also: nearly all actives have a fitted effect of over 55% in size
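Using a mix of unlabeled (15 uM) and Alexa 594-labeled (0.24 uM) tau K18 P301L, heparin-triggered fibrillization over 6 hr at 37 C was scored by ThT fluorescence.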
* hit, by the source's call; ? = inconclusive; [ ] = remark or other dose. Calls follow the shape of the dose curve; as a rule, active = well fitted curve in the direction sought with a large enough effect; inconclusive = small, poorly fitted or top-dose-only effect, or another doubt; inactive = no such curve, though single readings can be large; an effect the other way counts as inactive or inconclusive. % is scaled to controls: 0 for no effect and ±100 for the full control effect; potency is read from the fitted curve at half-maximal effect. This is a subset, so the mix of outcomes need not match the whole.

SMILES	Tau fluor counter	Tau FP inhib	Tau ThT inhib
COc1cccc(NC(=O)C2CCC(CNS(=O)(=O)c3ccc4c(c3)CC(C)N4C(C)=O)CC2)c1 (stereo not drawn)	-13.0%	9.8%	-0.2%
Cc1cccc(Cc2c(C)nc3nc(SCc4ccccc4F)nn3c2C)c1	-3.2%	4.9%	-10.4%
COc1ccc(N2CCN(C(=O)c3cc(S(=O)(=O)N4CCC(C)CC4)cn3C)CC2)cc1	-13.8%	2.1%	-0.3%
O=C(NC1CC(=O)N(c2cccc(F)c2)C1)C1CCCCC1 (stereo not drawn)	-3.3%	-11.5%	-2.1%
CCOc1ccc(CCNC(=O)C2CCCN(c3nnc(C)c4c(C)n(-c5ccccc5)nc34)C2)cc1 (stereo not drawn)	3.5%	15.5%	?
Cc1c(C(=O)NCCc2ccc(S(N)(=O)=O)cc2)sc2nc3n(c(=O)c12)CCCC3	-4.8%	-4.4%	-9.1%
C#CCn1c(=NC(=O)c2ccc3c(c2)OCCO3)sc2cc(OC)c(OC)cc21	-13.9%	?	-0.6%
CN(C(=O)CSc1nc2ncccc2o1)c1ccc(F)cc1	-2.1%	-2.0%	-7.0%
CS(=O)(=O)Nc1ccccc1C(=O)OCc1cc(=O)n2nc(C3CCCCC3)sc2n1	-1.2%	10.0%	-17.4%
Cc1ccc(Cn2c(CO)cnc2SCc2cccc(F)c2)cc1	-1.4%	8.4%	3.5%
O=C(c1cccc(Cl)c1)N1CCN(CCc2ccccn2)CC1	12.2%	5.3%	7.1%
COc1cc(NC(=O)CSc2nc3nc(C)c(Cc4ccc(C)cc4)c(C)n3n2)cc(OC)c1OC	-14.9%	?	4.1%
COc1ccc(-c2cc3ccc(O)c(CN4CCN(CCO)CC4)c3oc2=O)cc1OC	-7.9%	-2.8%	7.6%
COc1ccc(C)cc1NC(=O)C(=O)NCCc1csc2nc(-c3ccccc3F)nn12	-8.6%	-10.5%	11.3%
Cc1cccc(NC(=O)c2ccc3c(O)c(S(=O)(=O)c4ccccc4)c(=O)[nH]c3c2)c1C	-1.4%	0.0%	-5.0%
CCOC(=O)c1cccc(NS(=O)(=O)c2ccc3[nH]c4c(c3c2)CCCC4)c1	10µM*[quencher]	-2.1%	-1.1%
CCOc1ccc(C2C(C(=O)Nc3ccccc3)=C(C)Nc3nc(SCc4cccc(OC)c4)nn32)cc1 (stereo not drawn)	10.7%	-5.7%	12.2%
CCc1ccc(NC(=O)C2CCN(c3nc(-c4ccc(OC)cc4)no3)CC2)cc1	-6.7%	-0.9%	-7.2%
NC(=O)c1nn2c(C(F)(F)F)cc(-c3ccc(Br)cc3)nc2c1Cl	-4.7%	3.4%	-2.8%
Cc1ccc(OCC(=O)OCc2cc(=O)n3nc(C4CCCCC4)sc3n2)cc1C	0.1%	-1.7%	?
COc1ccc(CNS(=O)(=O)c2ccc(-c3cc(C(F)(F)F)on3)s2)cc1OC	?	-13.4%	-20.0%
CCN(C(=O)Cn1c(=O)n(Cc2ccccc2)c(=O)c2c1c1cc(OC)ccc1n2C)c1ccccc1	-5.3%	0.2%	2.7%
CCC1CN(C(=O)N2CCC(C(=O)NCc3ccco3)CC2)c2ccccc2O1 (stereo not drawn)	3.55µM*[quencher]	?	16.5%
CCC(C(=O)NC1CCC(C)CC1)n1nc(C)c2sc3ccccc3c2c1=O (stereo not drawn)	-16.3%	-6.7%	-16.0%
Cc1cccc(C(=O)Nc2nnc(S(=O)(=O)N3CCCc4ccccc43)s2)c1	?	8.3%	?
Cc1cccc(N2CCN(C(=O)c3c(C)oc4ncnc(N5CCOCC5)c34)CC2)c1C	-4.1%	-0.5%	-6.2%
CCOc1ccccc1NC(=O)c1cc(S(=O)(=O)NC2CCCC2)ccc1F	?	-4.5%	-3.6%
CCn1cc(C(=O)N2CCN(c3ccccc3F)CC2)c(=O)c2cc(S(=O)(=O)N(C)C)ccc21	-11.2%	-5.0%	-1.8%
Cc1nn(CCC(=O)N2CCN(c3ccccc3F)CC2)c(C)c1S(=O)(=O)N1CCCC1	-6.0%	7.5%	-10.0%
CN(C)CCNC(=O)Cn1c(=O)c2cccn2c2ccc(F)cc21	-11.7%	?	3.9%
Cc1ccc2c(c1)N(C(=O)CCC(=O)Nc1ccccc1Cl)CC(C)O2 (stereo not drawn)	-0.3%	-10.3%	2.9%
COc1ccc(Cn2ccc3nc(C)c(C(=O)Nc4cc(OC)c(OC)c(OC)c4)cc3c2=O)cc1	-8.3%	5.5%	?
Cc1ccc(C)c(N2CCN(C(=O)c3cccc(-n4c(C)nc5cccnc54)c3)CC2)c1	1.5%	-2.3%	-14.0%
CNC(=O)CSc1cn(CC(=O)N2CCCCCC2)c2ccccc12	4.0%	4.2%	0.6%
CC(C)Oc1ccc(CNC(=O)CCCn2c(=O)c3cccn3c3ccccc32)cc1	0.5%	2.4%	?
CN(C)CCN(Cc1ccco1)S(=O)(=O)c1cc2c(cc1Cl)NC(=O)CO2	-10.0%	-10.6%	-10.7%
CCC1CN(C(=O)NCc2ccc(C)cc2)c2cc(Cl)ccc2O1 (stereo not drawn)	-15.2%	-0.5%	-8.5%
Cc1ccc(N2CC(C(=O)NCCS(=O)(=O)N3CCN(c4ccccc4)CC3)CC2=O)cc1 (stereo not drawn)	3.6%	8.9%	1.8%
Cc1ccc(NC(=O)CSc2nc3ccc(NC(=O)c4cccs4)cc3s2)c(C)c1	?	17.8µM*	-9.7%
COc1cccc(CNC(=O)COCc2cc(-c3ccc4c(c3)OCO4)on2)c1	-8.6%	3.5%	-12.7%

Ordered by number of heavy atoms (largest number first): three of the compounds above.
SMILES	Tau fluor counter	Tau FP inhib	Tau ThT inhib
COc1cccc(NC(=O)C2CCC(CNS(=O)(=O)c3ccc4c(c3)CC(C)N4C(C)=O)CC2)c1 (stereo not drawn)	-13.0%	9.8%	-0.2%
Cc1ccc(C)c(N2CCN(C(=O)c3cccc(-n4c(C)nc5cccnc54)c3)CC2)c1	1.5%	-2.3%	-14.0%
CCC1CN(C(=O)N2CCC(C(=O)NCc3ccco3)CC2)c2ccccc2O1 (stereo not drawn)	3.55µM*[quencher]	?	16.5%

One compound at a time (already shown). Order of values: Tau fluor counter, Tau FP inhib, Tau ThT inhib
Cc1ccc(NC(=O)CSc2nc3ccc(NC(=O)c4cccs4)cc3s2)c(C)c1 as listed: ?, 17.8µM*, -9.7%
COc1cccc(CNC(=O)COCc2cc(-c3ccc4c(c3)OCO4)on2)c1 as listed: -8.6%, 3.5%, -12.7%
Cc1ccc2c(c1)N(C(=O)CCC(=O)Nc1ccccc1Cl)CC(C)O2 (stereo not drawn) as listed: -0.3%, -10.3%, 2.9%
CN(C)CCN(Cc1ccco1)S(=O)(=O)c1cc2c(cc1Cl)NC(=O)CO2 as listed: -10.0%, -10.6%, -10.7%
CC(C)Oc1ccc(CNC(=O)CCCn2c(=O)c3cccn3c3ccccc32)cc1 as listed: 0.5%, 2.4%, ?

Following part
SMILES	Tau fluor counter	Tau FP inhib	Tau ThT inhib
COc1ccc(CCNC(=O)C2COc3ccccc3C2)cc1OC (stereo not drawn)	-5.3%	-0.2%	-11.9%
CC1=C(c2ccc(F)cc2)S(=O)(=O)NC1=NCc1ccccc1F	-2.8%	7.1%	-10.7%
O=C(Nc1ccccc1)N(Cc1cccs1)c1ccc(F)cc1	-7.8%	?	-4.7%
COc1ccc(CNC(=O)c2cc3c(=O)n(Cc4ccco4)ccc3nc2C)cc1	-9.0%	-3.2%	-0.3%
Cc1c(Cl)cccc1NC(=O)C(CCS(C)(=O)=O)N1Cc2ccccc2C1=O (stereo not drawn)	0.3%	1.5%	6.2%
COc1ccccc1NC(=O)CSc1ncc2c(n1)-c1cc(Cl)ccc1N(Cc1ccccc1)S2(=O)=O	-27.0%	-5.7%	-3.3%
CC(C)c1ccc2c(c1)-c1ccccc1S(=O)(=O)N2CC(=O)N1CCCCC1	-5.7%	-4.9%	-0.2%
CCc1ccc(C2=C(C)C(N3CCC(C(=O)Nc4cccc(OC)c4)CC3)=NS2(=O)=O)cc1	-23.9%	?	-12.8%
COc1ccc(-c2nn(-c3cccc(F)c3)c3c2cnc2cc(OC)c(OC)cc23)cc1	-3.6%	16.1%	3.1%
O=C(Nc1ccc(N2CCN(c3ccc(F)cc3)CC2)c(C(=O)O)c1)c1cccs1	-4.8%	-4.6%	-5.8%
CCOc1ccc(CNC(=O)C2CCCN(S(=O)(=O)c3ccc4c(c3)CCCC(=O)N4)C2)cc1 (stereo not drawn)	-9.2%	2.2%	-4.0%
Cc1ccc(CNC(=O)Cn2c(SCC(=O)Nc3ccc(F)cc3)nc3ccccc32)cc1	-6.8%	?	5.9%
COc1ccccc1N1CCN(C(=O)CCS(=O)(=O)c2ccc3c(c2)oc(=O)n3C)CC1	-8.5%	-13.5%	-4.9%
COCCn1c(CNC(=O)c2cc(OC)c(OC)c(OC)c2)nc2cccnc21	-1.4%	-4.0%	5.4%
COc1ccc(CNC(=O)Cn2nc(C)c3c(C)n(-c4ccccc4)nc3c2=O)cc1OC	5.7%	7.0%	0.8%
CCOC(=O)c1ccc(NC(=O)Cc2ccc(-n3c(CC)nc4cccnc43)cc2)cc1	-25.4%	-1.3%	1.1%
COc1cccc(N2CCN(C(=O)c3cc4c(=O)n(Cc5ccccc5)ccc4nc3C)CC2)c1	1.4%	8.2%	-10.0%
O=S(=O)(c1ccccc1)c1nnn2c1nc(NC1CCCCCC1)c1sccc12	3.9%	-16.7%	13.6%
COCCCNC(=O)c1cc(-c2cccnc2)nc2ccc(S(=O)(=O)N3CCC(C)CC3)cc12	-5.4%	-1.1%	-7.4%
Cc1ccccc1CCNC(=O)c1ccc(Cn2c(=O)c3cccn3c3cccnc32)cc1	-18.2%	?	9.4%
CCN1CCN(Cc2c(O)ccc3oc(C)c(C(=O)Nc4cccc(C(F)(F)F)c4)c23)CC1	?	-1.9%	?
CCCOc1ccc(C2CC(=O)Nc3c2c(C)nn3-c2nncc(-c3cccc(OC)c3)n2)cc1OC (stereo not drawn)	-1.5%	1.7%	-2.3%
COC(=O)c1ccccc1NC(=O)C1=C(C)C(=O)OC12CCCCCC2	-5.6%	4.4%	-9.0%
COc1ccc(-c2cn3c(n2)sc2cc(C(=O)NCCCc4ccccc4)ccc23)cc1	-0.1%	-3.0%	9.3%
CCOc1ccccc1CNC(=O)C1CCN(S(=O)(=O)c2ccc3c(ccn3C)c2)CC1	-3.5%	11.7%	4.7%
COCc1cc(C)nc2c1C(=O)NC(c1ccc(C)cc1)N2Cc1ccccc1 (stereo not drawn)	12.0%	-2.2%	3.9%
CCOc1ccc(-n2c(SCC(=O)Nc3ccc(F)cc3)nc3c([nH]c4ccccc43)c2=O)cc1	1.7%	?	15.1%
Cc1cccc(N2CCN(C(=O)CCn3c(=O)c4cccn4c4cccnc43)CC2)c1C	-1.6%	4.7%	-17.6%
Cc1ccc2nc(COc3ccccc3NC(=O)c3ccccc3F)cc(=O)n2c1	-14.3%	-8.7%	-6.6%
O=C(Nc1cc(-c2ccc(F)c(F)c2)no1)c1ccccc1F	-3.7%	?	-5.2%
Cc1cc(C)cc(N(C)S(=O)(=O)c2nnc(NC(=O)COc3ccc(Cl)cc3)s2)c1	-2.8%	14.8%	0.4%
COC(=O)c1ccc(OCC2c3cc(OC)c(OC)cc3CCN2C(=O)COc2ccc(Cl)cc2)cc1 (stereo not drawn)	-17.7%	-4.0%	-8.4%
